Screening results from PubChem.
GPR151 ag = human GPR151 activation | Q8TDV0 | PathHunter beta-arrestin GPR151 cells, luminescence | activation, % at 11.2 µM | 1% of 650,000 active; in the data active means activation above about 4.9%;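 further: 0% = median of compound wells and 100% = cells with positive control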
Target sequence (Q8TDV0 whole entry, looked up): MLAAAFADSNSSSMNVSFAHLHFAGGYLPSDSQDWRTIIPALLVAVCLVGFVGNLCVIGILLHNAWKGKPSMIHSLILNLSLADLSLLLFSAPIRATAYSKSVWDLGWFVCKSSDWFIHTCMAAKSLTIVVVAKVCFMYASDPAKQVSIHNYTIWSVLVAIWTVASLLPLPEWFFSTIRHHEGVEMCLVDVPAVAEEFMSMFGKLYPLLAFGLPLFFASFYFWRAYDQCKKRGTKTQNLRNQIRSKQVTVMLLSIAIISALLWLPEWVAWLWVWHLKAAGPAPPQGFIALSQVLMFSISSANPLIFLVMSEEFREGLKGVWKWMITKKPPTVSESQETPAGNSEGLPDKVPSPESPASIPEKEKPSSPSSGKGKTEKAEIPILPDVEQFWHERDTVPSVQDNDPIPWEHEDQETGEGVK
TEAD-YAP inh = TEAD-YAP interaction inhibition. HEK-TIYL cells, TEAD-Gal4/YAP UAS-luciferase luminescence. AID 1259422. inhibition, % at 9.12 µM. 1.4% of 640,000 active; in the data active means inhibition above about 32%;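 further: 0% = median of test compound wells and 100% = reference inhibitor wells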
FBW7 act = activators of human E3 ligase FBW7; AlphaScreen FBW7–phospho-cyclin E peptide binding, activator screen; Q969H0; normalized activity (activation), % at 26.1 µM; 0.13% of 650,000 active; in the data active means normalized activity above about 1.9%;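 further: purified mutant Fbw7 with reduced substrate affinity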
Target sequence (Q969H0 whole entry, looked up): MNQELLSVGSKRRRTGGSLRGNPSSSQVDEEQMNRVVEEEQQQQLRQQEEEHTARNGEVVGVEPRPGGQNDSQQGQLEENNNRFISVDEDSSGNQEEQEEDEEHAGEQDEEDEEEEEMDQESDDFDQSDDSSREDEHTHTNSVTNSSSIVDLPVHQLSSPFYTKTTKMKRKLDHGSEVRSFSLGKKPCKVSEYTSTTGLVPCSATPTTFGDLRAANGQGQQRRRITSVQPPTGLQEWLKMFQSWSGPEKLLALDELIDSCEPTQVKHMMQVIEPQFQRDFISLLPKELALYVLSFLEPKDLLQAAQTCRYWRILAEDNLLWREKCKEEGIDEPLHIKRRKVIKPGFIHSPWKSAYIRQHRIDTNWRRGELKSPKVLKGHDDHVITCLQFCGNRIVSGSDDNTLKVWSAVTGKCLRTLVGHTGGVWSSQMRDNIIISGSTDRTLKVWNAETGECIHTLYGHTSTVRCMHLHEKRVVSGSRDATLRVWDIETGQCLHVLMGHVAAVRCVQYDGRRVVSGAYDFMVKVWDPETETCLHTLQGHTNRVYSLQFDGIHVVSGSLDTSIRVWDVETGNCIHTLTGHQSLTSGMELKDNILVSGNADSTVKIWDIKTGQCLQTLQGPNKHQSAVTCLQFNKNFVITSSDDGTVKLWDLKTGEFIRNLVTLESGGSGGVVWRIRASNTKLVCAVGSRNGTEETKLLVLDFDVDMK
MITF inh = blocks human microphthalmia-associated transcription factor. 0.91% of 650,000 active. AlphaScreen MITF homodimerization, bead proximity signal. O75030. inhibition, % at 2.6 µM; in the data active means inhibition above about 50%;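 further: 0% = vehicle wells with protein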
Active calls of the source: *; & = joins results of further samples.

SMILES	GPR151 ag	TEAD-YAP inh	FBW7 act	MITF inh
COc1ccc(C(=O)Nc2nc3c(cc4c5c(cccc53)CC4)s2)c(OC)c1	-0.7	-5.8	0.2	-2.9
Cc1ccc(N(CC(=O)Nc2cc(Cl)ccc2Cl)S(C)(=O)=O)cc1C	1.1	3.9	0.1	9.1
COCC(=O)n1nc(-c2cccnc2)nc1NCc1ccc(OC)cc1	-1.7	5.6	0.1	8.2
COc1ccc(/C=C(\C#N)c2nc(-c3ccc([N+](=O)[O-])cc3)cs2)cc1OC	-1.1	-1.8	-0.1	-4.8
O=C(Nc1cccc(Cl)c1)c1nn2c(C(F)(F)F)cc(-c3cccs3)nc2c1Br	0.0	5.5	0.0	2.6
CC(CNC(=O)c1ccc(I)cc1)CN(C)C (stereo not given)	1.1	2.0	0.2	12.5
Cc1cc(/C=C(\C#N)C(=O)OCC(=O)NCc2ccc3c(c2)OCO3)c(C)n1CC(C)C	0.7	4.9	0.1	10.7
Cc1ccc(NC(=O)c2nc(-c3ccncc3)no2)cc1F	-1.3	11.7	0.0	2.6
Cc1cc2nc(SCc3cccc(Cl)c3)[nH]c2cc1C	-0.4	-26.9	0.0	3.9
Cc1ccccc1-c1nc(CS(=O)(=O)CC(=O)NC2CCCCC2C)c(C)o1 (stereo not given)	-0.9	-3.0	0.8	20.0
O=c1[nH]c2sc(-c3ccccc3)cc2c(=O)n1-c1ccccc1	-1.2	-1.7	-0.1	11.6
CCN1CCCC1CNC(=O)c1cn(C(C)c2ccc(C)cc2)nn1 (stereo not given)	0.3	3.7	0.0	3.2
OCCNc1nc(Nc2ccc(C(F)(F)F)cc2)nc2c1ncn2-c1ccccc1	-1.8	0.1	0.4	13.8
CC(=O)c1cccc(NC(=S)NNC(=O)COc2ccc([N+](=O)[O-])c(C)c2)c1	1.2	-7.1	-0.2	-2.5
CC(=O)Oc1ccccc1C(=O)Oc1ccc(/C=N\n2cnnc2)cc1	-4.8	2.9	0.1	5.8
COc1cc(/C=N/N=c2\sc3ccccc3n2C)ccc1O	2.8	-28.3	-0.1	16.1
Cc1cnc(C(=O)NCC2CCC3(CCN(Cc4ccccc4C)CC3)O2)cn1 (stereo not given)	1.5	5.5	0.0	13.4
CCN(CC)S(=O)(=O)c1ccc(Cl)c(S(=O)(=O)N(CC)CC)c1	0.1	11.2	0.0	6.5
COc1ccc(C2=CC(c3cc(Cl)ccc3OC(F)F)n3nnnc3N2)cc1 (stereo not given)	0.2	-0.9	0.0	-1.6
NC(=O)c1cccc(NC(=O)CCCCC(=O)Nc2cccc(C(N)=O)c2)c1	-1.3	-6.9	-0.1	5.0
CCCCS(=O)(=O)CC(O)CSc1nc(-c2cccs2)cc(-c2ccccc2)c1C#N (stereo not given)	-0.6	13.3	0.3	15.4
O=C(O)CCCNC(=O)c1ccccc1NC(=O)c1ccco1	1.0	-1.2	0.1	-1.9
COc1cc(OC)cc(C(=O)N2CCN(C(=O)c3cccc(F)c3)CC2)c1	0.6	9.1	0.1	1.6
CCOc1cccc2cc(C(N)=O)c(=Nc3ccccc3F)oc12	2.1	-20.3	0.1	-1.7
COc1ccc(NC(=O)Cn2c(=O)oc3ccccc32)cc1Cl	0.8	12.2	0.0	15.0
COc1ccccc1C(=O)NCCn1cc(SC(=N)N)c2ccccc21	1.1	8.2	-0.2	-3.2
COCCCN1C(=O)CC(CC(=O)NCCC2=CCCCC2)(c2ccccc2C)C1=O (stereo not given)	0.1	-6.1	0.0	-6.3
Cc1ccc2oc3c(c(=O)c2c1)C(c1ccc(F)cc1)N(c1nccs1)C3=O (stereo not given)	0.6	9.0	0.0	3.6
CS(=O)(=O)c1ccc(SCC(=O)NC2CCS(=O)(=O)C2)c([N+](=O)[O-])c1 (stereo not given)	-1.1	12.1	0.7	7.3
C[n+]1cccc(C(=O)NCCOC(=O)c2ccccc2)c1	0.7	8.1	0.0	1.1

2 of the compounds above, with values under each structure:
Values run as follows: GPR151 ag, TEAD-YAP inh, FBW7 act, MITF inh
- CCCCS(=O)(=O)CC(O)CSc1nc(-c2cccs2)cc(-c2ccccc2)c1C#N (stereo not given)
    -0.6, 13.3, 0.3, 15.4
- O=C(O)CCCNC(=O)c1ccccc1NC(=O)c1ccco1
    1.0, -1.2, 0.1, -1.9

Complete entries as entered above.
Profile of Cc1cnc(C(=O)NCC2CCC3(CCN(Cc4ccccc4C)CC3)O2)cn1 (stereo not given) : GPR151 ag = 1.5; TEAD-YAP inh = 5.5; FBW7 act = 0.0; MITF inh = 13.4
Profile of Cc1ccc2oc3c(c(=O)c2c1)C(c1ccc(F)cc1)N(c1nccs1)C3=O (stereo not given) : GPR151 ag = 0.6; TEAD-YAP inh = 9.0; FBW7 act = 0.0; MITF inh = 3.6
Profile of CCN(CC)S(=O)(=O)c1ccc(Cl)c(S(=O)(=O)N(CC)CC)c1 : GPR151 ag = 0.1; TEAD-YAP inh = 11.2; FBW7 act = 0.0; MITF inh = 6.5

The listing continues:
SMILES	GPR151 ag	TEAD-YAP inh	FBW7 act	MITF inh
O=C(NCCN1CCN(C(=O)c2cccc(Br)c2)CC1)C(=O)Nc1ccc(Br)cc1	2.1	26.3	0.1	5.8
Cc1ccccc1NC(=O)CC1SC(=Nc2ccccc2)N(C)C1=O (stereo not given)	0.4	1.3	0.0	-6.4
CSCCCN1CCOc2ccc(CN3CCC(O)(c4cccnc4)CC3)cc2C1	0.7	-4.3	-0.1	9.5
CC(=O)Nc1cccc(N2C(=O)c3cccc([N+](=O)[O-])c3C2=O)c1	-0.6	8.9	0.1	19.3
O=C(Nc1cccnc1)c1ccc2nc(N3C(=O)c4ccccc4C3=O)sc2c1	-1.2	-10.0	-0.1	4.4
O=C(CN1CSCC1=O)Nc1ccc(I)cc1	0.7	-3.2	0.1	7.9
Oc1cccc(-c2nc(Nc3ccc4[nH]ncc4c3)c3ccccc3n2)c1	-0.7	-6.8	-0.1	1.0
COc1cc(C2C3=C(CCCC3=O)Nc3[nH]c(=O)[nH]c(=O)c32)cc(OC)c1OC (stereo not given)	0.9	-14.0	0.1	-0.2
CCCCOC(=O)NCN1C(=O)C2C3C=CC(C3)C2C1=O (stereo not given)	1.0	1.4	0.0	2.9
O=C1N[C@@H](Cc2ccccc2)C(=O)N2C[C@@H](NCc3ccc(Cl)s3)C[C@@H]12	0.5	6.5	0.1	7.9
Cc1cc2ccccc2c(=O)n1CC(=O)NCc1ccccn1	-0.4	4.4	0.2	23.1
COc1cccc(-n2c(O)c(C=Nc3ccc(C)cc3)c(=O)[nH]c2=O)c1	0.3	0.9	1.4	16.8
CCN(CC)CCNC(=O)c1ccc2c(=O)n(Cc3ccccc3Cl)c(=S)[nH]c2c1	0.2	2.6	-0.1	8.6
CS(=O)(=O)n1nc(-c2cccnc2)nc1NCc1ccco1	-0.3	0.5	-0.1	-1.4
CCOC(=O)CNS(=O)(=O)c1cc(-c2nnc(Nc3ccc(Cl)c(Cl)c3)c3ccccc23)ccc1C	-0.4	0.7	2.2*	6.0
COc1ccc(S(=O)(=O)NCC2CCCN(C3CCSCC3)C2)cc1 (stereo not given)	1.7	-3.2	-0.1	10.1
COc1cccc(/C=c2\sc3nc(-c4ccccc4)nn3c2=O)c1	-1.0	-0.9	0.7	27.6
c1ccc(CNc2nc(N3CCC(N4CCOCC4)CC3)nc3nc[nH]c23)cc1	-0.6	-5.7	0.2	22.2
c1ccc(CN2CCCC(c3ncncc3-c3ccncc3)C2)nc1 (stereo not given)	0.4	-0.9	-0.6	-1.2
CCOC(=O)c1c(NC(=O)COC(=O)c2ccc(C)cc2O)oc(C)c1C(C)=O	-1.8	9.4	0.0	2.7
O=c1oc2c(CN3CCOCC3)c(O)ccc2cc1-c1ccccn1	1.5	-7.3	0.1	-2.4
COc1ccc(S(=O)(=O)Oc2c(C=O)cccc2OC)cc1	-0.4	46.2*	-0.1	-7.5
COc1cc2c(C(=O)N(C)c3cccc(Cl)c3)cn(CC(C)C)c(=O)c2cc1OC	-0.4	-12.9	-0.1	7.8
N#Cc1ccccc1NC(=O)COC(=O)c1ccccc1F	0.0	0.5	-0.1	0.0
O=C(Cc1cc(=O)[nH]c(=O)[nH]1)NCc1ccccn1	0.3	1.8	0.0	1.8
O=C(Cn1cnc2ccccc2c1=O)NCC(=O)Nc1ccc2c(c1)OCCO2	-0.2	7.7	-0.1	7.8
CC(C)Oc1ccccc1NC(=O)CSCC(=O)Nc1ccccc1	0.7	2.6	0.2	6.9
CSc1nnc2c(n1)OC(C1CC3C(=CCCC3(C)C)CC1C)Nc1ccccc1-2 (stereo not given)	-0.9	8.1	-0.1	-8.8
CCN(CC)c1ccc(NC(=O)CN2C(=O)c3ccccc3S2(=O)=O)c(C)c1	-0.1	10.7	0.1	11.0
Nn1c(SCC(=O)Nc2ccc3c(c2)CCC3)nnc1C1CC1	-1.1	-0.4	-0.1	5.4
O=S(=O)(NCCC1=CCCCC1)c1ccc(Br)cc1	0.2	-8.2	0.2	2.2
COc1ccc(S(=O)(=O)N2CCC(C(=O)N3CCN(c4ccccc4)CC3)CC2)cc1	0.2	7.7	0.4	19.8
COc1ccc(OC)c(/C=N/NC(=O)CN(c2ccc(Cl)cc2)S(C)(=O)=O)c1	-0.2	3.5	0.0	-11.6
Cc1ccc2c(c1)N(Cc1csc(C)n1)C(=O)C(F)(F)O2	0.9	-7.2	0.1	15.1
CCOc1ccc(N(CCC#N)S(=O)(=O)c2ccc(OC)cc2)cc1	1.9	6.3	-0.1	6.6
Cc1ccc(NC(=O)CN2C(=S)NC(C)(C)CC2C)cc1 (stereo not given)	0.2	3.4	-0.2	-34.8
COc1ccc(Cn2c(=S)[nH]c3cc(C(=O)NCc4ccco4)ccc3c2=O)cc1	0.5	2.0	0.7	23.4
Cc1ccc(-n2c(C)cc(C(=O)C(=O)Nc3nncs3)c2C)c(C)c1	-0.1	-22.7	-0.1	14.4
COc1ccc(NC(=O)Cn2c3ccccc3c(=O)c3ccc(Cl)cc32)c(OC)c1	-1.3	0.4	-0.1	-4.0
COc1cc(C2Nc3ccccc3NC3=C2C(=O)CC(c2ccccc2Cl)C3)cc(Cl)c1O (stereo not given)	-0.8	54.8*	0.0	16.3
COc1cccc(C2(CC(=O)N3CCN(CCO)CC3)CC(=O)N(C3CCCC3)C2=O)c1 (stereo not given)	-0.4	-0.6	0.1	-18.9
CCN(CC)S(=O)(=O)c1ccc(NC(=O)c2ccccc2SC)cc1	0.4	9.0	-0.1	2.1
COc1ccc(OC)c(S(=O)(=O)N(C)CC(=O)Nc2ccc(F)cc2)c1	0.7	-6.8	0.2	15.1
Nc1ccc(-c2cnc3ccc(NCc4cccs4)nn23)cc1	2.4	6.3	0.0	-3.9
CCC(=O)Nc1ccc(NC(=O)CSc2nnnn2-c2ccc(OC)cc2OC)cc1	-0.6	14.1	0.2	16.2
O=C1c2cccnc2C(=O)N1Cc1ccc(F)cc1S(=O)(=O)N1CCCC1	-2.0	3.9	-0.1	8.5
COc1ccc(/C(C)=N/NC(=O)c2ccccc2[N+](=O)[O-])c(OC)c1	0.8	12.1	0.0	3.3
CN1CCN(CCCOc2ccc3c(c2)CCC3)CC1	-0.7	-18.9	0.1	3.7
CC(=O)NCC1Cc2cc(F)cc(-c3cccnc3)c2O1 (stereo not given)	0.3	4.9	0.3	7.2
CCCNC(=O)Cn1c(=O)oc2cc(S(=O)(=O)N3CCCC3)ccc21	-0.1	-2.7	0.6	17.0
COc1ccc(-c2cc(-c3ccccc3)c(=O)[nH]n2)cc1	-0.7	10.8	-0.2	-0.3
COc1ccc(C(=O)Nc2nc3cc(OC)c(OC)cc3c(=O)[nH]2)cc1	-0.9	8.2	0.2	18.1
CN1C=C(C(F)(F)F)C=C/C1=C(/C#N)C(=O)Nc1cc(C(F)(F)F)ccc1Cl	2.2	6.5	0.0	16.1
CN(C)c1ccc(/C=N/NC(=O)COCC(=O)N/N=C/c2ccc(N(C)C)cc2)cc1	-0.5	10.4	0.8	9.0
Cc1cc(C)cc(NS(=O)(=O)c2ccc(Cl)cc2)c1	1.2	10.8	0.8	-25.1
Cc1ccc(NC(=O)C2C3C4CCC(C4)C23)c(C)c1 (stereo not given)	-0.3	-59.6	0.0	6.5
O=C1CSC(c2ccc(F)c(F)c2)N1c1cccc(C(F)(F)F)c1 (stereo not given)	0.2	-1.7	-0.1	8.5
CCOC(=O)/C(=C\c1c(C)n(C)c2ccc([N+](=O)[O-])cc12)C(C)=O	0.2	14.4	0.1	-11.5
C(=C\c1ccc2ccccc2c1)/c1ccc(-c2nnc(-c3ccc4ccccc4c3)o2)cc1	-0.5	-0.2	0.4	-3.9
CC(C)(C)S(=O)(=O)c1ccccc1/C=N/NC(=O)c1ccccc1[N+](=O)[O-]	-0.1	-0.3	-0.1	3.4

Following part:
SMILES	GPR151 ag	TEAD-YAP inh	FBW7 act	MITF inh
CN1C(=O)CC(C(=O)Nc2ccc(C(=O)O)cc2)SC1=Nc1ccc(Cl)cc1 (stereo not given)	0.5&0.1	6.4&3.9	-0.1&-0.1	2.9&4.1
CCCCN(N=Nc1nonc1OC)c1nonc1OC	-1.2	-0.6	0.8	13.8
COc1ccc(-c2nc(NCCCN3CCCC3=O)c3ncn(-c4ccsc4)c3n2)cc1	-1.4	58.5*	0.0	-18.1
CC1(C)CC(=O)C2=C(C1)Nc1ncnn1C2c1ccc(C(F)(F)F)cc1 (stereo not given)	-0.4	-0.8	-0.1	4.3
CN(C(=O)c1cccnc1)c1nnc(C2CCOC2)s1 (stereo not given)	-0.8	11.4	0.3	3.0
COc1ccc(CCNC(=O)/C=C\c2ccccc2)cc1OC	-0.4	-10.4	0.1	2.1
CC1CCN(c2nc3c(c(=O)[nH]2)CN(Cc2ccccc2O)CC3)CC1	0.0	-1.0	-0.2	-5.2
